Compound activity from PubChem.
T cell modulator – modulates CD8 T cell binding to vesicles; 2C CD8+ T cell-vesicle binding, flow cytometry; active compounds read low; calls only at 7 µM; actives 0.068% (n = 330,000); AID 2052;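 active means response, share of CD8 T cells binding vesicles, and their 90th percentile fluorescence all below set limits, cut at about 80% in these data, passing the limit was not always enough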
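Assay system – 2C mouse CD8+ T cells · Also added – QL9-loaded Drosophila micro-vesicles · Timing – Cell–vesicle co-incubation 1.5 h at 37 °C, staining 20 min on ice · Signal – flow cytometry of vesicle-bound cells · Measure – percent CD8+ FL2 mean versus row control · Controls – Peptide-free naked vesicles (low) and QL9 vesicles with 0.7% DMSO vehicle (high)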
West Nile virus CPE – inhibition of WNV-induced cytopathic effect – cell-based, CPE readout (AID 1621) | West Nile virus-infected cells, CPE inhibition; higher % means a stronger effect | actives 0.02% (n = 290,000) | one-dose CPE inhibition, % at 10 µM; IC50 in µM for titrated hits; in the data active means a potency from the dose series; further: strong numbers were not always called active
bCat nuc transl – beta-catenin nuclear translocation modulation | HeLa beta-catenin nuclear translocation, immunofluorescence imaging | nuclear translocation activity, % at 5 µM | actives 0.3% (n = 190,000) | AID 1665;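 active means nuclear translocation activity above 50% at 5 µM, with a well cell count of 50 or more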;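 further: per-cell ratio of nuclear to cytoplasmic median beta-catenin stain intensity; plate controls were DMSO negative control for no effect and GSK-3 inhibitor IX positive control for full effect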
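Technique: fluorescence imaging of beta-catenin antibody stain plus DAPI / Material: human HeLa cell line / Incubation: compound treatment 24 h, 37°C, 5% CO2 / Read-out basis: % activation of per-cell nuclear versus cytoplasmic median beta-catenin signal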
Autophagy mod – modulators of autophagy; MEF GFP-LC3 puncta imaging; test concentration mostly 10 µM; calls only at 10 µM (by protocol); actives 0.98% (n = 190,000);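 active means percentage of spot-positive cells more than 3 SD above its plate mean, without a fluorescence outlier flag or 80% toxicity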;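 further: spot-positive cell cutoff set from DMSO-treated cells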
Myeloid diff 2 – myeloid differentiation induction. ER-HoxA9 myeloid progenitors, lysozyme-GFP differentiation, flow cytometry. actives 1% (n = 360,000). calls only at 10 µM;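 active means normalized GFP-positive differentiation at or above the plate's own cutoff, the solvent-only control mean plus 3 SD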;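 further: cells exposed to compound for four days before flow analysis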
MT stabilize HCS – stabilizes microtubules in HeLa cells | HeLa tubulin immunostaining HCS, 24 h; share of cells brighter than vehicle mean+2SD | % tubulin-high responders, % at 10 µM | actives 0.83% (n = 200,000) | AID 2205;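 active means plate Z-score above 3 for both tubulin-high and condensed-nucleus cell shares, with cell loss under 80%, at 10 µM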;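 further: anti alpha tubulin signal scored within the nucleus-defined area of each cell; some results filed as inactive read as strong as hits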
WT yeast gro inh – growth inhibition of WT yeast, mitochondrial fusion screen; AID 1362; mitochondrial fusion phenotypic screen, WT strain; actives 2.1% (n = 190,000); inhibition, % at 10 µM; in the data active means inhibition above about 58%; tested in S. cerevisiae
Insulin prom up – MIN6 insulin promoter up-regulation; z-score at 5 µM; MIN6 insulin promoter-GFP reporter, high-content imaging; active compounds read high; actives 0.3% (n = 190,000);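 active means z-score above 3 at 5 µM with at least 500 cells counted in the well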
Lipid droplet – hepatic lipid droplet formation modulation; AML12 mouse hepatocytes, oleate lipid droplets, BODIPY imaging; inhibition, % at 6.5 µM; actives 0.4% (n = 240,000); AID 1656;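 active means lipid droplet intensity inhibited by at least 50%, with more than 500 cells counted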
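Assay system: AML12 mouse liver cells | Compound: 6.5 µM single-point dosing | Schedule: Overnight exposure | Technique: Fluorescence imaging, 20x objective, two fields per well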
WT yeast gro inh mutant strain – further read-out of WT yeast gro inh, marked with its call; inhibition, %; mitochondrial fusion phenotypic screen, mutant strain inhibition
Insulin prom up cell count – second read-out of Insulin prom up, no call of its own (marks repeat the call); cell count; measured here: cytotoxicity, nuclei count;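 total cells summed across four imaged fields per well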
Lipid droplet cells 6.5 µM – further read-out of Lipid droplet, marked with its call; cell count; measured here: cell count, cytotoxicity flag;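 cells counted across two imaged fields per well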
bCat nuc transl cell count 5 µM – also measured in bCat nuc transl; calls as there; cell count; measured here: cell count, cytotoxicity flag
T cell modulator vesicle-bound % – also measured in T cell modulator; calls as there; double positive events, %; measured here: CD8+ vesicle-bound cell fraction;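 binding gate set so that unloaded-vesicle control wells show 10% double positive cells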
MT stabilize HCS Hoechst-high % – second read-out of MT stabilize HCS, no call of its own (marks repeat the call); % Hoechst-high responders; measured here: nuclear condensation Hoechst responders;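 share of cells brighter than vehicle mean plus two SD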
MT stabilize HCS cytotoxicity % – also measured in MT stabilize HCS; calls as there; toxicity, %; measured here: cytotoxicity by cell density;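 0% = mean cell density of plate MIN control wells and 100% = no cells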
Autophagy mod cell loss 18 h – recorded beside Autophagy mod, whose call it bears; toxicity, %; measured here: cell loss, nuclei count;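 cell loss after 18 h compound exposure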
Myeloid diff 2 GFP+ MAC1+ % – further read-out of Myeloid diff 2, marked with its call; GFP+ MAC1+ double positive, %; measured here: differentiation confirmed by MAC1 staining
The depositor's hits bear a star; i = inactive; / = not tested or not shown; & = joins results of further samples. A portion of the library, so the mix of outcomes need not match the whole.

Each structure is followed by: T cell modulator | T cell modulator vesicle-bound % | West Nile virus CPE | bCat nuc transl | bCat nuc transl cell count 5 µM | Autophagy mod | Autophagy mod cell loss 18 h | Myeloid diff 2 | Myeloid diff 2 GFP+ MAC1+ % | MT stabilize HCS | MT stabilize HCS Hoechst-high % | MT stabilize HCS cytotoxicity % | WT yeast gro inh | WT yeast gro inh mutant strain | Insulin prom up | Insulin prom up cell count | Lipid droplet | Lipid droplet cells 6.5 µM
CCc1ccc(CN2CCN(Cc3cc(Br)ccc3O)CC2)cc1
  i | 42.6 | -0.1% | 0.9 | 1130 | i | -2.9 | i | 0.2 | 2.5 | 2.8 | 8.8 | 51.4 | 34.9 | -0.65 | 1166 | -7.9 | 731
C[N+]1(C)[C@@H]2CC(OC(=O)[C@H](CO)c3ccccc3)C[C@H]1[C@@H]1O[C@@H]12 (some centres not stated)
  i | 5.9&16.8 | 0.3% | -1.1 | 1152 | i | 0.7 | i | 1.4&2.5 | 2.3 | 1.7 | 7.1 | 13.6&-0.2 | -6.6&6.9 | 0.01 | 1398 | -6.8&-4.7 | 751&714
CCOCCCNC(=O)C1c2cc(OC)c(OC)cc2C(=O)N2CCCCC12 (configuration not stated)
  i | 52.2 | 0.0% | -0.8 | 1054 | i | 3.4 | i | 0.7 | 4.3 | 2.1 | 0.4 | -0.7 | -15.2 | -0.3 | 1469 | 16.6 | 528
CCCC(C)n1[nH]c(=O)c2c1NC(=O)CSC2c1ccc(OC)c(OC)c1 (configuration not stated)
  i | 55.4 | -0.4% | 0.2 | 1143 | i | 6.1 | i | 2.2 | 2.9 | 2.5 | 0.8 | -9.8 | -3.1 | -0.11 | 1176 | 0.9 | 755
CC(=O)OC1N=C(c2ccccc2Cl)c2cc(Br)ccc2NC1=O (configuration not stated)
  i | 31.4 | 0.0% | -0.1 | 1349 | / | / | i | 0.4 | / | / | / | / | / | -0.17 | 998 | / | /
O=c1[nH]c(=O)n(C2CCCCC2)c(O)c1C1NCCc2ccccc21 (configuration not stated)
  i | 38.3 | -0.2% | -3.3 | 1065 | i | 13.9 | i | 0.8 | 2.9 | 2.6 | 7.9 | 10.7 | 22.5 | 1.32 | 749 | 0.3 | 685
CC(C)(C)C(=O)Cn1c(NCCCl)nc2ccccc21
  i | 12.8 | -0.4% | -1.3 | 985 | i | 22.6 | i | 0.3 | 4.5 | 3.2 | 1.4 | 7.6 | 4.2 | 0.01 | 1228 | -8.6 | 726
COc1ccc2c(c1)c(C(=O)O)c(C)n2C(C)C
  i | 42.3 | 0.6% | 4.5 | 1122 | i | 24.6 | i | 0.8 | 3.5 | 2.1 | 4.1 | -16.6 | 1.1 | 0.35 | 1160 | -13.4 | 733
C/C(=N\Nc1ccccc1)c1c(O)n(-c2ccccc2)c(=O)[nH]c1=O
  i | 25.7 | -0.3% | -0.8 | 1042 | / | / | i | 0.4 | / | / | / | / | / | 0.04 | 1420 | 0.1 | 705
CN(N)N=Nc1nc2c([nH]1)c(=O)n(C)c(=O)n2C
  i | 17.7 | 0.1% | 3.4 | 1020 | / | / | i | 0.8 | / | / | / | / | / | 0.37 | 1314 | 7.7 | 770
C[C@H](NC(=O)N1C[C@H]2C[C@@H](C1)c1cccc(=O)n1C2)C(=O)Nc1ccc(F)c(F)c1
  i | 42.6 | 0.0% | / | / | / | / | i | 3.0 | / | / | / | / | / | / | / | -1.5 | 817
Cc1nc2ccccc2c(=O)n1-c1ccccn1
  i | 40.8 | 1.0% | -3.3 | 907 | i | 14.8 | i | 1.1 | 2.4 | 2.4 | 3.0 | -48.6 | -37.9 | 1.59 | 1196 | / | /
CCn1cc(C(=O)N2CCCCC2)c2ccccc21
  i | 32.7 | -0.7% | -1.5 | 1085 | i | 7.1 | i | 0.4 | 4.8 | 2.3 | 11.7 | -1.3 | 12.4 | 2.08 | 955 | 1.6 | 670
CC1=NN(c2ccccc2)C(=O)C1/C=C1/C(=O)NC(=O)N(c2cc(C)cc(C)c2)C1=O (configuration not stated)
  i | 51.9 | / | -2.7 | 893 | i | -27.0 | i | 1.3 | 2.5 | 1.7 | 9.5 | 3.9 | -0.6 | 0.41 | 1527 | / | /
CC(=O)c1ccc(OC(=O)N(C)c2ccccc2)cc1
  i | 55.0 | -0.4% | -0.4 | 1506 | i | 23.6 | i | 0.2 | 1.9 | 1.6 | 11.4 | -6.0 | 17.5 | 0.22 | 1297 | 6.4 | 661
COP(=O)(C#Cc1ccccc1)C(O)c1ccc(Br)cc1 (configuration not stated)
  i | 16.9 | 0.1% | -1.8 | 1322 | / | / | i | 0.4 | / | / | / | / | / | -0.07 | 987 | 13.4 | 729
C=CCN1C(=O)NC(=O)/C(=C/c2cc3c4c(c2)CCCN4CCC3)C1=O
  i | 66.5 | -0.7% | 2.0 | 919 | i | -3.0 | i | 0.6 | 5.9 | 1.6 | 3.0 | 21.2 | 21.2 | -0.07 | 1233 | 6.0 | 622
CN(C)[C@@H]1C(=O)C(C(N)=O)=C(O)[C@@]2(O)C(=O)C3=C(O)c4c(O)cccc4[C@@](C)(O)[C@H]3[C@H](O)[C@@H]12
  i | 31.0&27.3&32.1 | 0.2% | / | / | i | 19.6 | i | 26.3&1.5 | 1.3 | 1.8 | 4.1 | 1.8 | -11.0 | / | / | -5.3 | 674
O=C1CCN(C(=O)C(Cl)Cl)N1
  i | 56.9 | -0.6% | -1.5 | 1147 | i | 12.5 | i | 0.5 | 2.4 | 2.0 | 1.1 | -10.7 | 1.0 | 0.34 | 1391 | 2.7 | 721
COC(=O)CSC1=NN1c1cc(C)nc(N)n1
  i | 62.7 | 0.0% | -1.8 | 1176 | i | -2.3 | i | 3.7 | 6.9 | 1.4 | 8.8 | -1.2 | 5.5 | -0.23 | 1380 | 6.8 | 758
CN1C(=O)c2ccccc2NC(=O)[C@]12O[C@@H]2c1ccccc1
  i | 20.1 | -0.4% | -2.4 | 1179 | i | -9.2 | i | 3.9 | 2.8 | 1.1 | 12.2 | -3.4 | -14.9 | -0.28 | 1390 | -1.4 | 727
O=C(c1ccc(N2CCCCCC2)c([N+](=O)[O-])c1)N1CCC2(CC1)OCCO2
  i | 61.9 | -0.9% | -2.2 | 1142 | i | 8.3 | i | 0.3 | / | / | / | -4.4 | -21.3 | 0.67 | 1230 | -10.1 | 683
Cn1c(O)c(C(c2ccccn2)c2c(O)n(C)c(=S)n(C)c2=O)c(=O)n(C)c1=S
  i | 15.4 | / | 0.7 | 1369 | i | -2.2 | i | 1.7 | 2.9 | 2.3 | 3.6 | 2.7 | -15.6 | 0.08 | 1619 | / | /
O=C(Cc1ccccc1)OCC(=O)c1ccccc1
  i | 64.4 | 0.4% | / | / | / | / | i | 2.0 | / | / | / | / | / | / | / | -5.8 | 722
Cc1c(C(=O)N2CCC3(CC2)OCCO3)oc2ccccc12
  i | 44.3 | 0.0% | / | / | i | -4.2 | i | 8.5 | 3.0 | 2.7 | 6.1 | -2.1 | 7.6 | -0.39 | 1258 | -24.4 | 731
COc1ccc(-n2c(=O)[nH]c3ccccc3c2=O)cc1
  i | 36.5 | 0.0% | -3.0 | 1481 | i | 1.1 | i | 0.3 | 2.9 | 1.9 | 6.8 | 17.9 | -7.4 | 0.33 | 1470 | / | /
O=C(c1ccc2c(c1)OCO2)C1CCCN(Cc2ccccn2)C1 (configuration not stated)
  i | 58.0 | -0.4% | 0.4 | 999 | i | -2.2 | i | 0.6 | 2.8 | 1.6 | 7.2 | -3.7 | 1.5 | 0.17 | 1420 | 4.1 | 732
CC(C)C[C@H]1C(=O)N2CCCC2[C@]2(O)O[C@](NC(=O)[C@@H]3C=C4c5cccc6[nH]cc(c56)CC4N(C)C3)(C(C)C)C(=O)N12 (some centres not stated)
  i | 21.4 | 0.2% | 5.0 | 581 | i | -29.2 | i | 3.0 | 5.1 | 4.2 | 0.8 | 3.6 | -1.7 | / | / | -6.9 | 717
O=c1[nH]c(=O)n(Cc2ccc(F)cc2)c(O)c1C=NCCCN1CCOCC1
  i | 36.1 | 1.2% | / | / | i | 4.9 | i | 2.4 | 3.7 | 1.5 | 7.9 | 9.4 | 17.8 | 0.22 | 1288 | 5.8 | 690
CCOC(=O)C1(CCOc2ccccc2)CCN(Cc2ccc(C)s2)CC1
  i | 17.6 | -0.2% | -0.2 | 1466 | i | 1.0 | i | 0.1 | 2.5 | 0.6 | 5.2 | 25.6 | 8.0 | -0.73 | 1326 | -60.8 | 637

Compounds from the list above containing a carbonyl joined to an NH by a bond outside any ring, in the order listed:
Each structure is followed by: T cell modulator | T cell modulator vesicle-bound % | West Nile virus CPE | bCat nuc transl | bCat nuc transl cell count 5 µM | Autophagy mod | Autophagy mod cell loss 18 h | Myeloid diff 2 | Myeloid diff 2 GFP+ MAC1+ % | MT stabilize HCS | MT stabilize HCS Hoechst-high % | MT stabilize HCS cytotoxicity % | WT yeast gro inh | WT yeast gro inh mutant strain | Insulin prom up | Insulin prom up cell count | Lipid droplet | Lipid droplet cells 6.5 µM
CCOCCCNC(=O)C1c2cc(OC)c(OC)cc2C(=O)N2CCCCC12 (configuration not stated)
  i | 52.2 | 0.0% | -0.8 | 1054 | i | 3.4 | i | 0.7 | 4.3 | 2.1 | 0.4 | -0.7 | -15.2 | -0.3 | 1469 | 16.6 | 528
C[C@H](NC(=O)N1C[C@H]2C[C@@H](C1)c1cccc(=O)n1C2)C(=O)Nc1ccc(F)c(F)c1
  i | 42.6 | 0.0% | / | / | / | / | i | 3.0 | / | / | / | / | / | / | / | -1.5 | 817
CN(C)[C@@H]1C(=O)C(C(N)=O)=C(O)[C@@]2(O)C(=O)C3=C(O)c4c(O)cccc4[C@@](C)(O)[C@H]3[C@H](O)[C@@H]12
  i | 31.0&27.3&32.1 | 0.2% | / | / | i | 19.6 | i | 26.3&1.5 | 1.3 | 1.8 | 4.1 | 1.8 | -11.0 | / | / | -5.3 | 674
CC(C)C[C@H]1C(=O)N2CCCC2[C@]2(O)O[C@](NC(=O)[C@@H]3C=C4c5cccc6[nH]cc(c56)CC4N(C)C3)(C(C)C)C(=O)N12 (some centres not stated)
  i | 21.4 | 0.2% | 5.0 | 581 | i | -29.2 | i | 3.0 | 5.1 | 4.2 | 0.8 | 3.6 | -1.7 | / | / | -6.9 | 717
